Assay outcomes (PubChem)
NFkB binder – binders of NF-kB p50 subunit, primary screen, biochemical, small molecule microarray, anti-His fluorescence. Nuclear factor NF-kappa-B p105 subunit (Homo sapiens), P19838. anti-His fluorescence binding. hit rate 1.3% among 17,000. calls only;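 active = spot fluorescence over background significantly raised, with a chance value under 7% in all four replicate spots of the compound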;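 also: probe protein is his-tagged human p50 processed subunit at 1 µg/ml; raw spot fluorescence signals with no normalization applied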
Target sequence (P19838 1-433 limits assumed): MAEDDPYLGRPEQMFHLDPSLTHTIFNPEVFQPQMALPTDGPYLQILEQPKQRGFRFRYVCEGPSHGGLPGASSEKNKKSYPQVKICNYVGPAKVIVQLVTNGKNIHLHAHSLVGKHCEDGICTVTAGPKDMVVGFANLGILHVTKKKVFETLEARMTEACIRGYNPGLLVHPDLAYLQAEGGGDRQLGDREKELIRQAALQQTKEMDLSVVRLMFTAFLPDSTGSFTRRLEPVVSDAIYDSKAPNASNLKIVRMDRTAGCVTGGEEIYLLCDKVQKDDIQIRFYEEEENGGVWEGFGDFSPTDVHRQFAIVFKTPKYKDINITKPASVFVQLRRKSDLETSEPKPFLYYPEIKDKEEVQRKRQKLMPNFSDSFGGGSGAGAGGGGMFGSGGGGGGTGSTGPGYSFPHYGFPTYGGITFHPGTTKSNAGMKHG
Calls only; i = inactive; + = active, no number. These rows are one share of the data; rates above refer to the full screens.

SMILES | NFkB binder
COc1ccc(OC)c(NC(=O)COc2ccc3c(C)cc(=O)oc3c2)c1 | i
C[C@@H]1CCCCO[C@@H](CN(C)C(=O)Cc2ccccc2)[C@@H](C)CN([C@@H](C)CO)C(=O)c2cc(NC(=O)Nc3ccccc3)ccc2O1 | i
C[C@@H]1CCCCO[C@H](CN(C)C)[C@H](C)CN([C@@H](C)CO)C(=O)c2cc(NS(=O)(=O)c3cccs3)ccc2O1 | i
CC#CCOC(=O)c1c(C)nc2sc3c(c2c1N)CCC(O)C3 (stereo not drawn) | i
CC(=O)OCC(=O)[C@@]1(OC(C)=O)[C@@H](C)C[C@H]2[C@@H]3C[C@H](F)C4=CC(=O)C=C[C@]4(C)[C@@]3(F)[C@@H](O)C[C@@]21C | i
C[C@@H]1CCCCO[C@H](CN(C)C(=O)Nc2ccccc2)[C@@H](C)CN([C@@H](C)CO)C(=O)c2cc(NC(=O)c3ccccc3)ccc2O1 | i
COc1cc([C@H]2OC[C@H]3[C@@H]2CO[C@H]3c2cc(OC)c(OC)c(OC)c2)cc(OC)c1OC | i
C[C@@H]1CN([C@H](C)CO)C(=O)c2cccc(NC(=O)c3ccncc3)c2O[C@H]1CN(C)Cc1ccc(C(F)(F)F)cc1 | i
C=CCN1CCc2cc(OC)c(OC)cc2C1C#Cc1ccccc1 (stereo not drawn) | i
C[C@H]1CN([C@@H](C)CO)C(=O)c2cc(NC(=O)Nc3ccc(F)cc3)ccc2O[C@H]1CN(C)S(=O)(=O)c1cn(C)cn1 | i
C[C@@H]1CCCCO[C@H](CN(C)Cc2ccncc2)[C@@H](C)CN([C@@H](C)CO)C(=O)c2cc(N(C)C)ccc2O1 | i
COc1ccc(S(=O)(=O)N2Cc3ccccc3CC2C(=O)O)cc1OC (stereo not drawn) | i
CC12N=C3SCC(=O)N3[C@H](c3ccccc3O1)[C@H]2CO[Si](C)(C)C(C)(C)C | i
C#CCNC(=O)C1=C[C@@H](c2ccc(C#C)cc2)[C@H](CCCO)[C@@H](OCC)O1 | i
C[C@@H]1CN([C@H](C)CO)C(=O)Cc2cc(NC(=O)C3CC3)ccc2O[C@@H]1CN(C)C(=O)Nc1ccc(F)cc1 | i
CSc1ccccc1NC(=O)C(C)NS(=O)(=O)c1ccccc1 (stereo not drawn) | i
C[C@@H]1CN([C@H](C)CO)C(=O)Cc2cc(N(C)C)ccc2O[C@@H]1CN(C)Cc1ccc(C(F)(F)F)cc1 | i
C[C@H](CO)N1C[C@H](C)[C@@H](CN(C)C(=O)NC2CCCCC2)Oc2c(NS(=O)(=O)c3cccs3)cccc2C1=O | i
COC(=O)C[C@H]1[C@]2(C)C3=C(C)[C@H](c4ccoc4)C[C@H]3O[C@@H]2[C@H](OC(C)=O)C2[C@](C)(C(=O)OC)C=CC(=O)[C@@]21C (stereo partly drawn) | i
O=C(N1CCCCC1)[C@@]1(Cc2ccccc2)COC(c2ccc(OCCCO)cc2)=N1 | i
Cc1noc(C)c1NC(=O)Nc1cccc2c1O[C@H](CN(C)CC1CC1)[C@H](C)CN([C@@H](C)CO)C2=O | i
O=C(C1=C[C@@H](c2ccccc2)C[C@@H](OCc2ccc(CO)cc2)O1)N1CCOCC1 | i
C/C1=C/C[C@H](O)/C(C)=C\[C@H]2OC(=O)[C@@H](C)[C@@H]2CC1 | i
C[C@H](CCC(=O)O)[C@H]1CCC2[C@@H]3CC[C@@H]4C[C@H](O)CC[C@]4(C)C3C=C[C@@]21C (stereo partly drawn) | +
Cc1noc(C)c1NC(=O)Nc1ccc2c(c1)C(=O)N([C@@H](C)CO)C[C@H](C)[C@H](CN(C)S(=O)(=O)c1cn(C)cn1)OCCCC[C@@H](C)O2 | i
Cc1c(Cl)cccc1NC(=O)Nc1cccc(Cn2cccn2)c1 | i
O=C(CC1Sc2ncnn2C1=O)Nc1ccccc1 (stereo not drawn) | i
Cc1noc(C)c1NC(=O)Nc1cccc2c1O[C@H](CN(C)Cc1ccc3c(c1)OCO3)[C@@H](C)CN([C@H](C)CO)C2=O | i
Cc1cc(C)n(C(=O)CN(C)S(=O)(=O)c2ccc([N+](=O)[O-])cc2)n1 | i
N#Cc1c(-c2ccccc2)cc(-c2ccccc2)nc1SCC(=O)O | i
O=c1c(-c2ccc(O)cc2)coc2cc(OC3OC(CO)C(O)C(O)C3O)cc(O)c12 (stereo not drawn) | i
C[C@@H]1CN([C@@H](C)CO)C(=O)CCCn2cc(nn2)CO[C@@H]1CN(C)C(=O)Nc1ccccc1F | i
Cc1noc(C)c1NC(=O)N(C)C[C@H]1Oc2c(NC(=O)c3ccc(-c4nccs4)cc3)cccc2C(=O)N([C@H](C)CO)C[C@H]1C | i
C[C@@H]1CN([C@H](C)CO)C(=O)c2cc(N(C)C)ccc2O[C@@H](C)CCCCO[C@@H]1CN(C)C | i
Brc1cccc(Nc2ncnc3cc4nc[nH]c4cc23)c1 | i
COc1ccc(C(=O)NCc2cccnc2)cc1C(=O)NCc1cccnc1 | i
C[C@H]1CN([C@@H](C)CO)C(=O)c2cc(NC(=O)Cc3ccccc3)ccc2O[C@H]1CN(C)C(=O)Nc1ccc2c(c1)OCO2 | i
C[C@H](CO)N1C[C@H](C)[C@@H](CN(C)C(=O)Nc2ccc3c(c2)OCO3)Oc2ccc(NS(=O)(=O)c3cccs3)cc2C1=O | i
CC(CC[C@]1(C)C2CCC=C(CO)[C@]2(C)CC[C@H]1C)CC(=O)O (stereo partly drawn) | i
Cc1ccc(C2(CCNCc3ccco3)CCOC(C(C)C)C2)cc1 (stereo not drawn) | i
C[C@H]1CN([C@@H](C)CO)C(=O)c2cccc(NC(=O)Nc3ccc(F)cc3)c2O[C@H]1CN(C)Cc1ccc(C(=O)O)cc1 | i
C[C@H]1CCCCO[C@@H](CN(C)C(=O)Nc2ccc3c(c2)OCO3)[C@@H](C)CN([C@@H](C)CO)C(=O)c2cc(NS(C)(=O)=O)ccc2O1 | i
CCC(Oc1ccccc1)C(=O)Nc1cc2oc3ccccc3c2cc1OC (stereo not drawn) | i
COC(=O)c1cc(OC)c(OC)cc1NC(=O)CN1CCCCC1 | i
C[C@H]1CN([C@@H](C)CO)C(=O)c2cc(NC(=O)Nc3ccc(F)cc3)ccc2O[C@@H]1CN(C)Cc1ccncc1 | i

7 entries drawn at random from the list so far, as already listed:
SMILES | NFkB binder
C[C@@H]1CN([C@@H](C)CO)C(=O)CCCn2cc(nn2)CO[C@@H]1CN(C)C(=O)Nc1ccccc1F | i
COc1ccc(C(=O)NCc2cccnc2)cc1C(=O)NCc1cccnc1 | i
C[C@H]1CN([C@@H](C)CO)C(=O)c2cccc(NC(=O)Nc3ccc(F)cc3)c2O[C@H]1CN(C)Cc1ccc(C(=O)O)cc1 | i
CC(CC[C@]1(C)C2CCC=C(CO)[C@]2(C)CC[C@H]1C)CC(=O)O (stereo partly drawn) | i
C[C@H]1CCCCO[C@@H](CN(C)C(=O)Nc2ccc3c(c2)OCO3)[C@@H](C)CN([C@@H](C)CO)C(=O)c2cc(NS(C)(=O)=O)ccc2O1 | i
CCC(Oc1ccccc1)C(=O)Nc1cc2oc3ccccc3c2cc1OC (stereo not drawn) | i
COC(=O)c1cc(OC)c(OC)cc1NC(=O)CN1CCCCC1 | i

Following part.
SMILES | NFkB binder
CNC[C@H]1OCCCC[C@@H](C)Oc2ccc(NC(=O)NC(C)C)cc2C(=O)N([C@H](C)CO)C[C@H]1C | i
C[C@H]1CN([C@@H](C)CO)C(=O)c2cc(NS(=O)(=O)c3cn(C)cn3)ccc2O[C@H]1CN(C)CC1CCCCC1 | i
C=CCOC(=O)C1=C[C@H](c2cn(C(C)=O)c3ccccc23)[C@@H](CCCO)[C@H](OCC)O1 | i
Cn1c(SCC(=O)Nc2cc(Cl)cc(Cl)c2)nnc1-c1ccc(Cl)cc1 | i
COc1ccc(CN(C)C[C@@H]2Oc3ccc(NC(=O)NC4CCCCC4)cc3C(=O)N([C@H](C)CO)C[C@@H]2C)cc1 | i
CC(/C=C/c1cccc(Oc2ccc(F)cc2)c1)N(O)C(N)=O (stereo not drawn) | i
CC1CC(=O)C2=C(CCC3(O)C2C(=O)c2cccc(O)c2C3O)C1 (stereo not drawn) | i
Cc1noc(C)c1NC(=O)N(C)C[C@@H]1Oc2ncc(Br)cc2C(=O)N([C@H](C)CO)C[C@@H]1C | i
C=CCNC(=O)[C@H]1[C@@H]2C(=O)O[C@@H](c3ccccc3)[C@@H](c3ccccc3)N2[C@@H](c2ccccc2OCCO)[C@]12C(=O)Nc1ccc(C#Cc3ccc(OC)cc3)cc12 | i
Cc1noc(C)c1NC(=O)Nc1ccc2c(c1)C(=O)N([C@H](C)CO)C[C@H](C)[C@@H](CN(C)C(=O)C1CCCCC1)OCCCC[C@H](C)O2 | i
COc1cccc2oc3c(c(=O)c12)C(C(=O)O)=CC(CO)=CO3 | i
COc1ccc(C2C(C(N)=O)=C(C)Nc3nc(SCc4ccccc4Cl)nn32)c(OC)c1 (stereo not drawn) | i
Cc1cc(Cl)ccc1OC(C)C(=O)Nc1ccc(C(=O)Nc2ccccc2C(=O)O)cc1 (stereo not drawn) | i
Cc1cc(C(=O)Oc2c(C)cc(C(=O)O)c(O)c2C)c(O)c(C)c1O | i
COc1ccc(S(=O)(=O)N(C)C[C@@H]2Oc3c(NS(C)(=O)=O)cccc3C(=O)N([C@@H](C)CO)C[C@@H]2C)cc1 | i
CCc1ccc(C(=O)Nc2ccc(S(=O)(=O)Nc3nc(C)cc(C)n3)cc2)o1 | i
C[C@@H]1CN([C@H](C)CO)C(=O)c2cccc(NC(=O)c3ccc(-c4nccs4)cc3)c2O[C@H]1CN(C)S(=O)(=O)c1cccs1 | i
C[C@H](CO)N1C[C@H](C)[C@H](CN(C)S(=O)(=O)c2ccc(Cl)cc2)Oc2ccc(NS(=O)(=O)c3cccs3)cc2CC1=O | i
COC(=O)N(C)C[C@@H]1OCc2cnnn2CCCC(=O)N([C@@H](C)CO)C[C@@H]1C | i
C[C@H]1CN([C@@H](C)CO)C(=O)c2cc(NC(=O)NC3CCCCC3)ccc2O[C@@H]1CN(C)C(=O)Nc1ccc2c(c1)OCO2 | i
O=C(CSc1ccccc1)Nc1ccc(C(=O)Nc2ccc(Br)cc2C(=O)O)cc1 | i
CC(C)NC(=O)N(C)C[C@@H]1OCCCC[C@H](C)Oc2ccc(NC(=O)Cc3ccccc3)cc2C(=O)N([C@H](C)CO)C[C@@H]1C | i
C[C@@H]1CN([C@@H](C)CO)C(=O)c2cc(NC(=O)Nc3ccc(F)cc3)ccc2O[C@@H]1CN(C)S(=O)(=O)c1cccs1 | i
C[C@H](CO)N1C[C@H](C)[C@H](CN(C)S(=O)(=O)c2cn(C)cn2)Oc2ccc(NS(C)(=O)=O)cc2C1=O | i
Cc1cc(C)nc(SCC(=O)Nc2ccc(C(=O)O)cc2)n1 | i
C[C@H]1CN([C@@H](C)CO)C(=O)Cc2cc(NC(=O)Nc3ccc(C(F)(F)F)cc3)ccc2O[C@@H]1CN(C)Cc1ccncc1 | i
C[C@@H]1CN([C@@H](C)CO)C(=O)c2cc(NC(=O)Cc3ccccc3)ccc2O[C@@H](C)CCCCO[C@H]1CN(C)C(=O)CCC(F)(F)F | i
N#Cc1c(-c2ccco2)nc(SCC(=O)Nc2ccc(I)cc2)[nH]c1=O | i
COc1c(OC2OC(CO)C(O)C(O)C2O)ccc(O)c1C(=O)OCc1ccccc1O[C@@H]1O[C@H](CO)[C@@H](O)[C@H](O)[C@H]1O (stereo partly drawn) | i
C=C(C(=O)O)C1CCC2(C)CCC(O)C2(C(C)=O)C1 (stereo not drawn) | i

Next part, starting with the last 4 of the part before.
SMILES | NFkB binder
C[C@@H]1CN([C@@H](C)CO)C(=O)c2cc(NC(=O)Cc3ccccc3)ccc2O[C@@H](C)CCCCO[C@H]1CN(C)C(=O)CCC(F)(F)F | i
N#Cc1c(-c2ccco2)nc(SCC(=O)Nc2ccc(I)cc2)[nH]c1=O | i
COc1c(OC2OC(CO)C(O)C(O)C2O)ccc(O)c1C(=O)OCc1ccccc1O[C@@H]1O[C@H](CO)[C@@H](O)[C@H](O)[C@H]1O (stereo partly drawn) | i
C=C(C(=O)O)C1CCC2(C)CCC(O)C2(C(C)=O)C1 (stereo not drawn) | i
C[C@H]1CCCCO[C@H](CN(C)C)[C@@H](C)CN([C@@H](C)CO)C(=O)c2cc(NC(=O)CCCN(C)C)ccc2O1 | i
C[C@@H]1CN([C@@H](C)CO)C(=O)Cc2cc(N(C)C)ccc2O[C@@H]1CN(C)Cc1ccc(Oc2ccccc2)cc1 | i
C[C@@H]1CCC2C(C)(C)CCC[C@@]2(C)[C@@]1(O)CC/C(=C\CO)CO (stereo partly drawn) | i
O=C(C1=C[C@@H](c2ccccc2)C[C@@H](OCCCCO)O1)N1CCN(Cc2ccccc2)CC1 | i
Cc1ccc(C(=O)CC(C(=O)O)n2ccc(C)n2)cc1 (stereo not drawn) | +
Cc1nc2cc(Br)ccc2c(=O)n1Cc1cccc(O)c1 | i
CC(=O)c1cccc(NC(=O)Cn2nc(C)c([N+](=O)[O-])c2C)c1 | i
CCOC(=O)Nc1ccc2c(c1)N(C(=O)CN1CCOCC1)c1ccccc1CC2 | i
Cc1noc(C)c1NC(=O)N(C)C[C@@H]1OCCCC[C@H](C)Oc2ccc(NS(=O)(=O)c3ccc(F)cc3)cc2C(=O)N([C@H](C)CO)C[C@@H]1C | i
COc1ccc(CCNC(=O)c2nc(SC)ncc2Cl)cc1OC | i
NS(=O)(=O)c1ccc(NC(=S)NCCc2c[nH]c3ccccc23)cc1 | i
O=Nc1c(-c2c(O)[nH]c3ccccc23)[nH]c2ccccc12 | i
Cc1ccccc1NC(=O)COc1ccc(-c2nc3sc4c(c3c(=O)[nH]2)CCCC4)cc1 | i
CNC[C@H]1Oc2ccc(NC(=O)C3CC3)cc2CC(=O)N([C@H](C)CO)C[C@@H]1C | i
Cc1noc(C)c1S(=O)(=O)Nc1cccc2c1O[C@@H](CN(C)Cc1ccc(C(=O)O)cc1)[C@@H](C)CN([C@@H](C)CO)C2=O | i
C[C@H](CO)N1C[C@H](C)[C@H](CN(C)S(=O)(=O)c2cccs2)OCCCC[C@H](C)Oc2ccc(NS(=O)(=O)c3cccs3)cc2C1=O | i
CC(=O)Nc1ccc(S(=O)(=O)Nc2ccc([N+](=O)[O-])cc2)cc1 | i
C[C@@H]1Cc2c(O)c(O)cc(O)c2C(=O)O1 | i
NS(=O)(=O)c1ccc(CCNC(=O)c2cccnc2)cc1 | i
